Compound activity as filed in PubChem BioAssay.
EP2 antag = human EP2 receptor antagonists, primary screen, TR-FRET cAMP, C6 glioma cells; hit rate 0.52% among 260,000; C6 glioma cells expressing human EP2; cells stimulated with saturating PGE2; inhibition, % at 25 µM; AID 1422, 2008; Prostaglandin E2 receptor EP2 subtype (Homo sapiens), P43116;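 active means percent inhibition above 40 after rounding to a whole number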;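 further: rat C6 glioma host cells with rolipram phosphodiesterase inhibitor present; the protocol text gives 20 µM as final concentration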
Target sequence (P43116 whole entry, looked up): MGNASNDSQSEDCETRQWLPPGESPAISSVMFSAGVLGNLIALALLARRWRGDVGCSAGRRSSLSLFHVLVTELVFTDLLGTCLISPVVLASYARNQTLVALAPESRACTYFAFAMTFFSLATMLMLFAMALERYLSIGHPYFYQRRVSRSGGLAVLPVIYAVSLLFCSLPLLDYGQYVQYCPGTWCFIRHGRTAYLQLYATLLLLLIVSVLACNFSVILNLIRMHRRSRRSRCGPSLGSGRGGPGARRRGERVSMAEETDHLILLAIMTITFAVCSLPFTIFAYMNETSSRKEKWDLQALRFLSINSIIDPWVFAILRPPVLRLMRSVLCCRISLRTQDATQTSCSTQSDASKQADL
EP2 mod = EP2 receptor modulators, cAMP readout, primary screen, cell-based, HTRF cAMP, PGE2 stimulation; AID 940, 2007; hit rate 0.83% among 260,000; induction, % at 25 µM; Prostaglandin E2 receptor EP2 subtype (Homo sapiens), P43116; EP2-expressing cells, cAMP HTRF FRET, PGE2 co-stimulation;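 active means compounds whose cAMP rise, as percent of the full-agonist control response, exceeds 60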;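 further: rat C6 glioma line stably carrying human EP2 under a CMV promoter; the protocol text gives 20 µM as final concentration; 100% = response of wells given 1 µM PGE2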
* hit, by the source's call. Only part of the results is shown, so the mix of outcomes need not match the whole.

Every second line gives: EP2 antag | EP2 mod
> CCOC(=O)CC(=O)CSc1nc(-c2ccccc2)nc2ccc(Cl)cc12
    9.1 | 23.4
> NCC1CCC(C(=O)O)CC1 (configuration not stated)
    8.7 | 17.1
> CCOc1ccccc1NC(=O)CSc1nnc(-c2ccccc2)n1CC
    7.8 | -12.7
> Cc1occc1-c1nn(C2CCN(C(=O)C(C)c3ccccc3)CC2)c(=O)o1 (configuration not stated)
    5.3 | -31.2
> COc1ccc(CC(=O)NCCCn2c(-c3cccnc3C)cc3cccnc32)cc1
    12.4 | -19.9
> CCn1c(SCC(=O)Nc2cccc(O)c2)nc2c1c(=O)n(C)c(=O)n2C
    2.9 | 6.0
> COc1ccc(C(C)C)cc1S(=O)(=O)NC1CCCNC1=O (configuration not stated)
    2.7 | -24.4
> COc1cccc(/C(O)=C2/C(=O)C(=O)NC2c2ccc(O)c(OC)c2)c1 (configuration not stated)
    10.3 | -22.1
> Cn1nnnc1SCC(=O)O
    11.1 | -20.0
> O=C(c1cccs1)N1CCN(C(=O)N2CCCCC2)CC1
    5.0 | -32.5
> Cc1cc(/C=C2/SC(=O)NC2=O)cc(C)c1O
    11.7 | 6.6
> CCOCCCNC(=S)N1CCC(NC(=O)c2ccccc2C)CC1
    10.1 | -39.8
> O=C(Nc1ncc(Cc2ccccc2F)s1)C1COc2ccccc2O1 (configuration not stated)
    6.1 | -2.5
> O=C(NC1(c2ccccc2)CCCC1)c1ccc(Cn2cccn2)cc1
    11.7 | -35.4
> CCC1Oc2ccc(C)cc2N(CC(=O)N(Cc2ccccc2F)CC2CCCO2)C1=O (configuration not stated)
    2.3 | 25.6
> COc1ccc(C(=O)Nc2nnc(Cc3ccc(OC)c(OC)c3)s2)c(OC)c1
    11.9 | -131.2
> O=C(COC(=O)c1cccnc1)Nc1ccc(Cl)cc1
    10.8 | -16.0
> Cc1ccc(S(=O)(=O)N(Cc2cccs2)Cc2cc3cc4c(cc3[nH]c2=O)OCCO4)cc1
    10.0 | -24.8
> COC(=O)c1c(NC(=O)c2cccc(F)c2)sc(C(=O)Nc2ccccc2OC)c1C
    13.1 | 4.4
> CCC(c1nnnn1C(C)(C)CC)N(CCN1CCOCC1)Cc1cc2c(C)cc(C)cc2[nH]c1=O (configuration not stated)
    10.4 | -0.2
> C[C@H](Br)C(=O)Nc1ccc(C(=O)O)c(O)c1
    11.1 | 8.7
> Cc1ccc(-c2cc(C(=O)N3CCCCC3C)no2)cc1 (configuration not stated)
    10.4 | -43.4
> Cc1cc2nnc(SCC(=O)Nc3cccc(Cl)c3)n2c2ccccc12
    10.1 | -4.0
> COc1ccccc1CN(C1CCCC1)S(=O)(=O)c1ccc(-n2cnnn2)c(OC)c1
    8.4 | 31.6
> Cc1ccc(NC(=O)CCN2CCC(C)CC2)cc1
    13.1 | 4.4
> CC1CCN(C(=O)CSc2nnc(COc3cccc4cccnc34)o2)CC1
    8.4 | -11.2
> CN(C)C(=O)Cn1c(SCC(=O)N2CCc3ccccc32)nc2ccccc21
    11.4 | -6.3
> CC1CCCN(C(c2cc3cc4c(cc3[nH]c2=O)OCCO4)c2nnnn2C2CCCC2)C1 (configuration not stated)
    5.1 | -8.1
> CC1CCN(c2nc3c(c(=O)[nH]2)CCN(Cc2ccc(N4CCCC4)c(F)c2)C3)CC1
    3.7 | -39.9
> COc1cccc(C(NC(=O)C2CCCC2)c2nccn2C)c1OC (configuration not stated)
    3.5 | -28.8

Among those listed so far, these contain a COOH group.
Every second line gives: EP2 antag | EP2 mod
> NCC1CCC(C(=O)O)CC1 (configuration not stated)
    8.7 | 17.1
> Cn1nnnc1SCC(=O)O
    11.1 | -20.0
> C[C@H](Br)C(=O)Nc1ccc(C(=O)O)c(O)c1
    11.1 | 8.7

Later entries.
Every second line gives: EP2 antag | EP2 mod
> Cc1ccn(CCNC(=O)c2cc3ccc(F)cc3[nH]2)n1
    10.9 | -96.1
> Cc1occc1-c1nn(CC(=O)N(C)C2CCCCC2)c(=O)o1
    7.0 | -17.6
> O=c1[nH]c2cc3c(cc2cc1CN(C(=S)Nc1ccc(F)cc1)C1CCCC1)OCO3
    9.6 | -48.8
> Cc1cc2c(C)ccc(C)c2nc1SCC(=O)Nc1c(C)cccc1C
    7.1 | -1.0
> Cc1cc2c(cc1C)NC(c1ccc(O)cc1)C1=C(CC(C)(C)CC1=O)N2 (configuration not stated)
    11.2 | 13.3
> CCNC(=O)c1c(O)c2cc(OC)c(OC)cc2[nH]c1=O
    9.2 | -13.1
> CCOC(=O)CNC(=O)CSc1nc(C(C)C)nc2sc3c(c12)CCC(C)C3 (configuration not stated)
    6.8 | 46.2
> CCC(c1nnnn1C(C)(C)C)N(Cc1ccccc1)Cc1cc2cc(OC)ccc2[nH]c1=O (configuration not stated)
    11.8 | 68.5*
> COCCCn1c(C)nnc1SCC(=O)Nc1ccc(C)cc1
    8.3 | 12.4
> CC(C)(C)n1nnnc1CN(Cc1cc2cc3c(cc2[nH]c1=O)OCCO3)C1CCCCC1
    8.6 | 17.6
> C[N@@+]1(CCC(=O)c2ccccc2)CC[C@H]2CC[C@H](C2)C1
    14.8 | -5.6
> O=C(O)CCc1c2ccc(=O)c(O)c-2oc2c(O)c(O)ccc12
    8.7 | 24.0
> CCOCc1nnc(NC(=O)c2ccnc(OC)c2)s1
    6.7 | -32.5
> O=C(CNS(=O)(=O)c1cc(Cl)ccc1Cl)OCC(=O)c1cccs1
    9.5 | -5.0
> COc1ccc2cc(C)c3nn(CC(=O)N4CCNC(=O)C4(C)C)c(=O)n3c2c1
    4.6 | -26.2
> CCCCN(c1ccccc1)c1ncnc2c1cnn2C
    2.8 | 16.5
> O=C(O)c1ccccc1-c1ccccc1C(=O)Nc1ccc2c(c1)Cc1cc(F)ccc1-2
    43.3* | 6.8
> Cc1ccc(C(c2nnnn2Cc2ccc3c(c2)OCO3)N2CCN(C)CC2)cc1 (configuration not stated)
    14.0 | -0.4
> Cc1ccc(O)c(CN(Cc2ccncc2)C2CC(C)(C)NC(C)(C)C2)c1
    7.4 | 2.8
> O=C(O)CC[C@@]1(c2ccccc2)NC(=O)NC1=O
    12.4 | -5.8
> CCOc1ccc2nc(NC(=O)CSc3nnnn3-c3ccc(NC(C)=O)cc3)sc2c1
    5.6 | -53.8
> CC(=O)c1ccccc1OCC(O)Cn1ccnc1C (configuration not stated)
    6.2 | -10.6
> CCc1[nH]n2c(=O)cc(C)nc2c1-c1ccc(Cl)cc1
    3.3 | -5.2
> Cc1ccc(-n2nnnc2SCC(=O)N2c3ccccc3CC2C)cc1C (configuration not stated)
    9.7 | -60.1
> COCCN[C@@H]1CCN(Cc2ccccc2F)C[C@H]1O
    7.6 | 3.1
> Cc1sc2nc(C)n(C3CCN(C(=O)Cc4ccccc4F)CC3)c(=O)c2c1C
    4.6 | 16.9
> CN(c1ccccc1C(=O)N1CCCCC1)S(C)(=O)=O
    10.6 | 7.8
> CC(C)(C)C(=O)CN1C(=O)COc2ccccc21
    9.2 | -21.1
> Cc1cc(C)c(NC(=O)CN2C(=O)C(C)(C)Oc3ccc(C(=O)NC(C)C)cc32)c(C)c1
    9.0 | -5.1
> CCOc1cc(C2C3=C(CC(C)(C)CC3=O)N(CCCOC)C3=C2C(=O)CC(C)(C)C3)ccc1OC
    5.5 | 1.3
> CCN1CCN(c2ccc(NC(=O)COc3ccccc3)cc2Cl)CC1
    9.7 | -94.2
> CN(C)c1ccc(C(c2nnnn2CC2CCCO2)N2CCN(C3CCCCC3)CC2)cc1 (configuration not stated)
    1.5 | -13.6
> CCCn1c(=O)c(C(=O)NCCCl)c(O)c2ccccc21
    7.9 | 37.3
> COc1ccc2cc1Oc1ccc(cc1)C[C@H]1c3c(cc(OC)c4c3Oc3cc5c(cc3O4)CCN[C@H]5C2)CCN1C
    46.9* | -0.8
> CCn1c(CNc2n[nH]c3nc(C)cc(C)c23)nc2ccccc21
    5.3 | -41.7
> O=C(CCSc1nc(-c2ccc3c(c2)OCO3)cc(C(F)(F)F)n1)NCc1ccncc1
    8.0 | -33.7
> CCC(C)NC(=O)CSc1nc(-c2ccc(F)cc2)cc(C(F)(F)F)n1 (configuration not stated)
    11.7 | -131.8
> O=C(CSc1nnc(-c2cccnc2)o1)N(C1CCCCC1)C1CCCCC1
    8.7 | 58.2
> CC(C)c1nc2ccccc2c2nn(CC(=O)N3CCNC(=O)C3(C)C)c(=O)n12
    6.4 | -12.3
> COc1ccc(OC)c([C@@H]2CN(Cc3ccccc3)C[C@H]2NC(=O)C2CC2)c1
    4.8 | -15.1
> CC[C@@H](Cn1nc(-c2cccs2)ccc1=O)NC(=O)CCn1cnc2ccccc21
    9.4 | -15.8
> Nc1c(S(=O)(=O)O)cc(S(=O)(=O)O)c2ccc(N=Nc3ccccc3)c(O)c12
    52.1* | 1.1
> CC(=O)O[C@@H]1CC2C(C)(C)CCC(=O)[C@]2(C)C2CC[C@@]3(C)[C@H](c4ccoc4)OC(=O)C4OC43[C@@]21C (some centres not stated)
    11.5 | 2.0
> COCCN1C(=O)C(=O)/C(=C(\O)c2ccc(OC)cc2)C1c1cccc2ccccc12 (configuration not stated)
    14.4 | 25.6
> Fc1ccccc1C1(NCc2cn[nH]c2-c2cccs2)CCCC1
    2.5 | 3.2
> CC1CCN(C(c2cc3cc4c(cc3[nH]c2=O)OCCO4)c2nnnn2Cc2ccc(F)cc2)CC1 (configuration not stated)
    14.5 | 51.0
> O=C(Nc1ccc(S(=O)(=O)N2CCOCC2)cc1)c1cc(Cl)ccc1Cl
    10.9 | -1.1
> COc1ccc(/C=C(/NC(=O)c2ccccc2)C(=O)N2CCCC2)cc1OC
    4.3 | 4.9
> Cc1cc(C)c(S(=O)(=O)N2CCC(C(=O)NC3CCCCC3)CC2)c(C)c1
    15.0 | -53.8
> CC(C)(C)NC(=O)CSc1nnc(-c2ccco2)n1CC1CCCO1 (configuration not stated)
    8.0 | -22.4
> CC(C)[C@H](NC(=O)OCc1ccccc1)C(=O)N[C@H](C=O)Cc1ccccc1
    9.5 | 22.6
> Cc1ccc(Cn2c3ccccc3n3c(SCC(=O)NCc4ccc5c(c4)OCO5)nnc23)cc1
    10.0 | 30.3
> CCOC(=O)C1=C(C)NC2=C(C(=O)CC(c3ccc(OC)c(OC)c3)C2)C1c1ccc(O)c(OC)c1 (configuration not stated)
    4.2 | 5.2
> CC1CCCCN1C(=O)Nc1cccc2ccccc12 (configuration not stated)
    7.4 | -3.9
> COc1ccc(C2(C(=O)N(C)c3nc4c(s3)CCc3occc3-4)CC2)cc1
    0.7 | -59.6
> CCOc1ccc(NC(=O)C2CCN(C(=O)c3ccc(Cl)cc3)CC2)cc1
    6.9 | -11.5
> CCOc1ccc2c(c1)C(c1cccnc1)=NNC(c1ccc(F)cc1)=N2
    7.9 | -3.5
> CCc1ccc2[nH]c(=O)c(CN(Cc3ccccc3)C(=O)Nc3ccc(OC)cc3)cc2c1
    12.3 | -25.4
> CC1CCCN(C(=O)CSc2nnc(-c3ccc(O)cc3)o2)C1 (configuration not stated)
    15.8 | 22.4
> Cc1cc(C)c2cc(CN(Cc3ccco3)C(=S)NCc3ccccc3)c(=O)[nH]c2c1
    9.2 | 19.2

Next compounds:
Every second line gives: EP2 antag | EP2 mod
> CC(=O)c1cccc(NC(=O)COc2ccc3c(C)cc(=O)oc3c2)c1
    11.2 | 1.9
> O=C(CNC(=O)c1cccs1)NCC(=O)OCc1cccc2ccccc12
    8.5 | -86.0
> COc1ccccc1NC(=O)CSc1nc2c(c(=O)n(C)c(=O)n2C)n1Cc1ccc(Cl)cc1
    8.9 | 37.2
> C=CCNC(=O)C(C)Sc1nc(-c2ccccc2)cc(C(F)(F)F)n1 (configuration not stated)
    2.4 | -158.6
> COc1ccc(-n2c(SCC(=O)Nc3cccc(C)c3)nc3sc(C)c(C)c3c2=O)cc1
    22.7 | 11.1
> CCN(CC(=O)O)C(=O)c1cccnc1
    12.7 | 16.8
> CCC1(O)CC2CN(CCc3c([nH]c4ccccc34)[C@@](C(=O)OC)(c3cc4c(cc3OC)N(C=O)C3[C@]45CCN4CC=C[C@@](CC)([C@@H](OC(C)=O)[C@]3(O)C(=O)OC)[C@H]45)C2)C1 (some centres not stated)
    12.8 | 1.0
> Cc1cc2ccccc2nc1SCC(=O)Nc1nc2c(s1)CCCC2
    17.4 | 30.1
> COCCCNC(=S)N(Cc1ccc(F)cc1)Cc1cc2c(C)cc(C)cc2[nH]c1=O
    10.9 | -1.1
> CN1C(=O)c2cccc3c(S(=O)(=O)N4CCCCC4)ccc1c23
    10.1 | -43.2
> Cc1nc(NC(=O)c2cccc(F)c2)sc1C(=O)N1CCCCC1
    7.5 | -15.1
> Cc1ccc(CN(CCCn2ccnc2)Cc2cc(C)c(O)c(C)c2)s1
    7.5 | 9.8
> Cc1ccc(CN(Cc2cc3cc(C)ccc3[nH]c2=O)Cc2nnnn2C2CCCCC2)cc1
    0.6 | 5.6
> CS(=O)(=O)N1CCc2cc(C(=O)OCC(=O)c3ccc(Cl)cc3)ccc21
    13.5 | 3.6
> O=C(NCCn1nc(-c2ccco2)ccc1=O)C1(c2ccc(Cl)cc2)CC1
    6.8 | -28.8
> COCCSc1nc2c(c(=O)n(C)c(=O)n2C)n1Cc1ccc(Cl)cc1
    8.9 | 17.7
> COc1ccc2cc(C#N)c(SCC(=O)Nc3ccc(C(C)=O)cc3)nc2c1
    20.2 | 41.1
> Cc1cccc(C2(O)CCN(C(=O)c3[nH]c4ccccc4c3C)CC2)c1
    9.0 | -106.8
> CCc1nnc(NC(=O)C(C)N2CCN(C)CC2)s1 (configuration not stated)
    3.2 | 11.1
> COc1cccc(C2CC(C(F)(F)F)n3ncc(C(=O)N4CCOCC4)c3N2)c1 (configuration not stated)
    11.2 | -10.9
> CC(C)C(Nc1ncnc2sc3c(c12)CCCC3)C(=O)O (configuration not stated)
    10.9 | -5.2
